Screens as filed in PubChem BioAssay.
Scp1 inh – inhibitors of human Scp-1 phosphatase; 340,000 compounds, 0.88% hits; Q9GZU7; Recombinant Scp1, phosphopeptide, malachite green phosphate absorbance; inhibition, % at 20 µM;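 active = inhibition above about 50% at 20 µM, limit read from the data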;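 note: plate controls were DMSO wells with enzyme for no effect and wells lacking enzyme for full effect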
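Test system: SCP-1 catalytic domain; Buffer or medium: Acidic Tris acetate buffer with magnesium and detergent; Also added: Phosphorylated 17-residue peptide substrate; Compound: single 20 µM dose, 1% DMSO; Schedule: enzyme reaction 45 min at room temperature, colour 5 min, stabilisation 30 min; Signal: Phosphate-binding colour reagent, absorbance read at 630 nm.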
SKN-1 block – inhibitors of C. elegans SKN-1. 360,000 compounds, 0.49% hits. AID 624304. C. elegans VP596 Pgst-4::GFP/RFP ratio, acrylamide-induced, 24 h. inhibition, % at 21.8 µM;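 active = interference check ratio from 0.5 to 1.5 plus GFP to RFP signal ratio inhibition reaching or exceeding a fixed threshold, cut at about 30% in these data, passing the limit was not always enough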; note: some compounds called inactive have numbers as strong as hits
Neddyl block – cullin neddylation inhibition; P61081+Q13564; TR-FRET cullin neddylation, biochemical; calls only at 25 µM; 360,000 compounds, 0.58% hits; AID 651699; in the data active = inhibition above about 36%
Target sequence (P61081 whole entry, looked up): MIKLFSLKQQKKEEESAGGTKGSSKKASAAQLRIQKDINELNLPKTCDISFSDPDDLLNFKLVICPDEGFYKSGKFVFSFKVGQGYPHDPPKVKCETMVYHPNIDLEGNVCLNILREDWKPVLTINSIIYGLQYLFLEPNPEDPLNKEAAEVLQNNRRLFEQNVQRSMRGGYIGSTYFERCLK
Target sequence (Q13564 whole entry, looked up): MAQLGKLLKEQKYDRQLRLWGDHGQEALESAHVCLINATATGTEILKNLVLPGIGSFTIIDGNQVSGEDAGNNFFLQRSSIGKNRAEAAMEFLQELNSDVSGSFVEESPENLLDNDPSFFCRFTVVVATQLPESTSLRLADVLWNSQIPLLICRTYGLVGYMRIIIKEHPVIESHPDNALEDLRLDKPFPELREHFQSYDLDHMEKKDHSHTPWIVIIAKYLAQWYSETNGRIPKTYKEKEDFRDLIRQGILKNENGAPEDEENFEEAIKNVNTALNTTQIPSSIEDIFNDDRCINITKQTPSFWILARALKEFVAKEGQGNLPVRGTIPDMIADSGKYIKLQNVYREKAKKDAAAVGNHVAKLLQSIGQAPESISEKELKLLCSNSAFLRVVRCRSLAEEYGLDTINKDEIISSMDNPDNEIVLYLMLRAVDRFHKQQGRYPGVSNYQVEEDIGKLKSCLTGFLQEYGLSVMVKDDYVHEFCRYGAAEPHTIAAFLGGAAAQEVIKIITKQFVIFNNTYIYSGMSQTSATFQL
LMPTP inh – LMPTP (human) inhibition; P24666; recombinant LMPTP-A, OMFP fluorogenic substrate, fluorescence intensity; inhibition, % at 20 µM; 360,000 compounds, 0.22% hits; AID 651560;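 active = compounds that cut the enzyme signal by at least half of the control window in the single-dose screen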;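 note: plate controls were DMSO wells with enzyme plus substrate for no effect and substrate without enzyme for full effect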
Target sequence (P24666 whole entry, looked up): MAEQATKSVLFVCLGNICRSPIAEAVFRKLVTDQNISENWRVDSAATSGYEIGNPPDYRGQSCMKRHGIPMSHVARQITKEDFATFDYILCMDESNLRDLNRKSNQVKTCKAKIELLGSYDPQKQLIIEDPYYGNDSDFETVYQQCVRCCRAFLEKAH
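Material: LMPTP-A; amount: 0.625 nM enzyme; doses: single 20 µM dose; times: reaction 50 min, room temperature, dark; technique: fluorescence intensity of OMFP turnover product; benchmarks: no-enzyme and uninhibited controls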
NadD block – NadD (S. aureus) enzyme inhibition | purified NadD enzyme, colorimetric absorbance read-out | inhibition, % at 20 µM | 360,000 compounds, 0.78% hits | AID 602399; in the data active = inhibition above about 26%; note: some compounds past the cut are filed as inactive
STEP inh – blocks human striatal-enriched tyrosine phosphatase; P54829; recombinant STEP, OMFP fluorogenic substrate, fluorescence; inhibition, % at 20 µM; 360,000 compounds, 0.25% hits; AID 588621;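 active = inhibition at 20 µM, scaled per plate between control wells, above about 37%, limit read from the data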;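 note: 0% = DMSO with enzyme and substrate and 100% = substrate only without enzyme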
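Test system: STEP tyrosine phosphatase / Reagent: OMFP at 25 µM / Doses: 20 µM, 1% DMSO / Read-out: percent inhibition scaled to no-enzyme and uninhibited-enzyme controls, plate-pattern corrected / Detection: FITC-channel fluorescence of OMFP product / Medium: Bis-Tris buffer pH 6.0, 2.5 mM DTT, 0.005% Tween 20 / Schedule: 20 min at room temperature, dark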
CendR NRP1 mod – NRP-1/CendR interaction modulation; O14786; FAM-RPARPAR peptide binding to NRP-1, fluorescence polarization; inhibition, % at 25 µM; 360,000 compounds, 0.85% hits;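 active = inhibition or corrected inhibition above about 18%, plus a signal ratio from 0.5 to 1.5, limit read from the data, passing the limit was not always enough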; note: strong numbers were not always called active
Tb MetRS inh – blocks T. brucei methionyl-tRNA synthetase activity. 360,000 compounds, 0.4% hits. purified T. brucei MetRS, ATP depletion, Kinase-Glo luminescence. inhibition, % at 11.9 µM;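 active = inhibition above a per-plate cutoff of the control wells' mean inhibition plus 3 SD, cut at about 5.5% in these data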;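 note: 0% = DMSO wells median and 100% = median of wells with control inhibitor compound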
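Test system – parasite MetRS enzyme · Reagent – substrates ATP, L-methionine and bulk Escherichia coli tRNA · Doses – 11.9 µM compound single dose, 0.9% DMSO · Times – 15 min enzyme-compound preincubation, 2 h reaction, 10 min detection, 25 °C · Signal – Kinase-Glo luminescence, ATP depletion format · Controls – DMSO-only wells as low control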
DNMT1 inh – DNMT1 (human) enzyme inhibition; P26358; DNMT1 molecular beacon, Hinp1I cleavage, fluorescence; inhibition (reported as % activation of signal), % at 10 µM; 360,000 compounds, 0.83% hits; AID 588458; in the data active = inhibition above about 50%
SUMO1 PPI mod – modulators of human SUMO1-mediated protein-protein interactions; P63165; 360,000 compounds, 0.33% hits; SUMO1 binding to a labelled peptide, TR-FRET, 1 h; inhibition, % at 20 µM; in the data active = inhibition above about 37%
Target sequence (P63165 whole entry, looked up): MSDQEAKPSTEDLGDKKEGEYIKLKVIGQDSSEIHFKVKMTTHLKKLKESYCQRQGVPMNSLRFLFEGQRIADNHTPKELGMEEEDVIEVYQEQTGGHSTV
* marks the source's active call; other numbers are inactive results; i = inactive; . = not tested or not shown; + = active, no number.

| Scp1 inh | SKN-1 block | Neddyl block | LMPTP inh | NadD block | STEP inh | CendR NRP1 mod | Tb MetRS inh | DNMT1 inh | SUMO1 PPI mod | mol |
| --- | --- | --- | --- | --- | --- | --- | --- | --- | --- | --- |
| 15 | 13 | i | -0.4 | -3 | 4 | -18 | -0.6 | 9 | 5 | CN1C(=O)CC(c2ccco2)Sc2ccccc21 (stereo unspecified) |
| -6 | -3 | . | 3.7 | 2 | 2 | 15 | -0.1 | -16 | 6 | NNC(=O)c1cc2cc(Oc3ccccc3)ccc2[nH]1 |
| 12 | -6 | i | 4.8 | -2 | 2 | 8 | 0.6 | -3 | 0 | CC(C)(C)OC(=O)C[C@H]1C/C=C\C[C@@H](CC(=O)N[C@@H](CO)Cc2ccccc2)C(=O)N2CCC[C@H]2COC1=O |
| 4 | -4 | i | 0.6 | -4 | 3 | -14 | 0.6 | 1 | 29 | CN(C)c1nc(Cl)nc(N(C#N)CCOc2ccccc2)n1 |
| -3 | 3 | i | 0.7 | 2 | 3 | -10 | -0.2 | 14 | -2 | O=C(O)CCc1ccc(-c2ccccc2)o1 |
| -4 | 1 | i | -1.0 | -6 | -6 | 6 | -1.0 | 2 | 1 | NC(=O)C1CCCN(C(=O)c2ccc(Cl)cc2)C1 (stereo unspecified) |
| -1 | -10 | i | -1.5 | -4 | -7 | -13 | -0.4 | 1 | -3 | Nc1ccccc1NC(=O)c1ccccc1 |
| -9 | -12 | i | 2.9 | -3 | 5 | -2 | 0.5 | 3 | -7 | O=C(COC(=O)c1ccccc1C(=O)c1ccc(Cl)c([N+](=O)[O-])c1)NC1CCCCCC1 |
| 0 | 1 | i | -1.2 | -5 | -2 | -6 | 0.0 | 2 | 1 | CCN(CC)S(=O)(=O)c1cccc(C(=O)NCC(c2ccccc2)N(C)C)c1 (stereo unspecified) |
| -12 | 4 | . | -0.2 | -6 | -1 | -11 | -0.2 | 0 | -12 | CCCCC(=O)Nc1nn(CC)c2nc3c(C)cccc3cc12 |
| -15 | -28 | i | 1.9 | -1 | 2 | -10 | -1.3 | 3 | 2 | COn1c(SCc2cccc(Cl)c2)nc2ccccc2c1=O |
| 2 | 15 | i | -2.5 | 2 | -2 | 0 | -0.8 | 5 | 4 | C=CCNC(=S)NNC(=O)c1csc(C)c1CC |
| -7 | -3 | i | -1.5 | -7 | 1 | 12 | 0.2 | 2 | 2 | O=C(OCC(=O)N1CCOCC1)c1cc(F)c(F)cc1Cl |
| -12 | -28 | i | 4.7 | 0 | 2 | -5 | -1.6 | -4 | 0 | COC(=O)C(Cc1ccc(OC(=O)c2ccccc2Cl)cc1)N1Cc2ccccc2C1=O (stereo unspecified) |
| -9 | -3 | i | 1.4 | 3 | 4 | 0 | -0.5 | -6 | 0 | O=C(c1ccco1)N1CCN(S(=O)(=O)c2ccc(Oc3ccccc3)cc2)CC1 |
| -7 | 4 | i | 0.4 | -1 | -3 | -34 | 0.6 | 1 | 16 | N#CCc1c(C#N)c(N)nc(Nc2ccccc2)c1C#N |
| -10 | -16 | + | 0.3 | 3 | -4 | -14 | -0.1 | 0 | 25 | Cc1ccccc1-c1cc2nc(C)c(Cl)c(=O)n2[nH]1 |
| -5 | 9 | i | 0.1 | 3 | -3 | -2 | -0.2 | 0 | 8 | Cc1ccc(S(=O)(=O)N2[C@@H](c3cccc(Cl)c3)C(C(=O)O)=CC[C@H]2c2cccs2)cc1 |
| -2 | -6 | i | -1.0 | 0 | -2 | -27 | -0.1 | -3 | -2 | O=C(NCCN1CCN(C(=O)Nc2ccccc2)CC1)Nc1ccccc1 |
| -11 | 4 | i | 0.8 | -11 | -2 | -11 | 0.1 | 3 | 1 | O=C(COc1ccc(Cl)cc1Cl)NC(=O)NC1CCCC1 |
| -8 | 0 | i | 1.4 | 13 | -2 | 5 | -0.4 | 35 | -3 | COc1ccc(-c2cc3c(=O)n(CC(=O)Nc4cccc(Cl)c4)ncn3n2)cc1 |
| -3 | 10 | i | 2.4 | 3 | 1 | -20 | -1.4 | -9 | -23 | CC(=O)CSc1nc2cc3c(cc2cc1C#N)OCCO3 |
| -5 | 0 | i | 2.9 | 2 | -1 | 2 | 0.6 | -6 | 1 | CC1(c2ccc3ccccc3c2)NC(=O)N(CC(=O)N2CCN(S(=O)(=O)c3ccccc3F)CC2)C1=O (stereo unspecified) |
| -4 | 3 | i | -0.5 | 8 | -1 | -4 | -0.5 | -1 | -2 | O=C(NCCS(=O)(=O)NCc1cccnc1)c1ccccc1 |
| 2 | -10 | i | -0.3 | 2 | 0 | 6 | -1.0 | -2 | 4 | CC(C)NC(=O)C1CCCN(c2nnc(-n3cccc3)s2)C1 (stereo unspecified) |

Molecules listed so far that have a cyano group (three):
| Scp1 inh | SKN-1 block | Neddyl block | LMPTP inh | NadD block | STEP inh | CendR NRP1 mod | Tb MetRS inh | DNMT1 inh | SUMO1 PPI mod | mol |
| --- | --- | --- | --- | --- | --- | --- | --- | --- | --- | --- |
| 4 | -4 | i | 0.6 | -4 | 3 | -14 | 0.6 | 1 | 29 | CN(C)c1nc(Cl)nc(N(C#N)CCOc2ccccc2)n1 |
| -7 | 4 | i | 0.4 | -1 | -3 | -34 | 0.6 | 1 | 16 | N#CCc1c(C#N)c(N)nc(Nc2ccccc2)c1C#N |
| -3 | 10 | i | 2.4 | 3 | 1 | -20 | -1.4 | -9 | -23 | CC(=O)CSc1nc2cc3c(cc2cc1C#N)OCCO3 |

Later entries:
| Scp1 inh | SKN-1 block | Neddyl block | LMPTP inh | NadD block | STEP inh | CendR NRP1 mod | Tb MetRS inh | DNMT1 inh | SUMO1 PPI mod | mol |
| --- | --- | --- | --- | --- | --- | --- | --- | --- | --- | --- |
| -6 | 13 | i | -0.6 | -9 | -1 | 9 | -0.5 | -1 | 1 | CCN(CC(=O)NCc1ccc(Cl)cc1)C(=O)CN1C(=O)NC(CC)(c2ccccc2)C1=O (stereo unspecified) |
| -1 | 5 | i | -0.5 | -2 | -4 | 8 | 0.0 | 1 | -2 | Cc1ccc(SCC(=O)NCC2CCCO2)cc1 (stereo unspecified) |
| . | 2 | i | 1.1 | . | . | -14 | -0.5 | . | 0 | COc1ccc2c3c(n(C(=O)OC(C)(C)C)c2c1)C1CC=C(COC(C)=O)CN1CC3 (stereo unspecified) |
| -7 | 6 | i | 0.5 | -3 | 4 | 13 | -0.5 | -3 | 3 | CC(C)(C)NC(=O)COc1ccc(-c2ccccc2)cc1 |
| 32 | 2 | + | 2.4 | -3 | 1 | -8 | -0.6 | 12 | -3 | O=C(COc1ccccc1F)N1N=C(c2cccs2)CC1c1ccco1 (stereo unspecified) |
| -12 | 10 | i | -1.2 | -3 | 0 | 6 | -0.2 | 2 | -3 | NS(=O)(=O)c1ccc2ccccc2c1 |
| -15 | -4 | i | 4.0 | 18 | -2 | 10 | -0.3 | -5 | -6 | CCN(CC)S(=O)(=O)c1cc([N+](=O)[O-])ccc1NNC(=O)Nc1ccc(Cl)c(Cl)c1 |
| -4 | 6 | i | -1.1 | -5 | 0 | -5 | 0.6 | -1 | 2 | OCCN(Cc1ccccc1)Cc1ccc(F)c(F)c1 |
| 2 | -5 | i | 1.0 | -1 | 2 | 3 | -0.2 | 7 | 2 | c1csc(-c2csc3ncnc(NCCCN4CCOCC4)c23)c1 |
| -1 | 13 | i | 1.1 | 5 | 0 | -4 | -0.5 | -3 | -2 | COc1ccc(-n2c(SCc3nnc(-c4ccccc4)o3)nnc2-c2ccccc2)cc1 |
| -9 | 11 | i | -0.3 | -4 | 0 | 2 | -1.5 | -1 | -6 | COc1ccc(/C=N/n2c(C)nc3ccccc3c2=O)cc1OC |
| -8 | 0 | i | 2.3 | 0 | 0 | 4 | 0.2 | -2 | 0 | CC(C)c1ccc(NC(=O)N2CCN(S(=O)(=O)c3ccccc3)CC2)cc1 |
| -1 | 1 | i | 0.2 | -4 | -2 | 1 | -0.3 | -2 | 1 | CC(=O)Nc1cccc(OCc2ccc(F)cc2)c1 |
| 0 | 5 | i | 0.1 | 0 | -3 | 3 | -0.2 | 0 | 1 | O=C(Cc1ccc(Cl)cc1)Nc1ncccn1 |
| -5 | 5 | i | -0.7 | -6 | 1 | 2 | -0.3 | 3 | 0 | Cc1cccc(N(C(=O)CCC(=O)Nc2cc(C)on2)C(C(=O)NC2CCCC2)c2ccncc2)c1 (stereo unspecified) |
| -4 | -10 | i | 0.1 | 1 | 10 | -4 | -1.5 | 5 | 2 | CCc1cc2c(=O)n(-c3ccccc3)c(=S)[nH]c2s1 |
| -7 | -18 | i | -0.4 | -2 | 0 | 11 | -0.7 | 2 | 2 | CN(c1cccc2cccnc12)S(=O)(=O)c1ccccc1 |
| 7 | 1 | i | -1.8 | -1 | -4 | -10 | 0.1 | 0 | 2 | Cc1n[nH]c(C)c1CS(=O)(=O)c1ccccc1 |
| 0 | 18 | i | -1.6 | -10 | 1 | 12 | -0.2 | 7 | 1 | CCSc1nnc(NC(=O)c2ccc(F)c(S(=O)(=O)N3CCOCC3)c2)s1 |
| -8 | 4 | i | -0.6 | 5 | 2 | -5 | -0.7 | 2 | -2 | COc1cc(/C(C)=N/N2CCOCC2)cc(OC)c1OC |
| -4 | 4 | i | 4.8 | 1 | 0 | 1 | -1.3 | 20 | -3 | Cc1cc(N/C=C/C(=O)c2ccc(Br)cc2)no1 |
| -7 | -1 | i | 0.7 | -2 | 0 | -18 | 0.1 | -1 | 3 | COc1ccc(N2CCN(Cc3nc4ccsc4c(=O)[nH]3)CC2)cc1 |
| -4 | 2 | i | 0.0 | -2 | -4 | -4 | -0.8 | -6 | -6 | COc1cccc(C(=O)NC(=S)Nc2ccc(N(C)C)cc2)c1 |
| -8 | -5 | i | -2.3 | -2 | -3 | 8 | -0.5 | 2 | -3 | COC(=O)CSc1nnc(CNc2ccc(F)cc2)o1 |

4 of the compounds above, as comma-separated lines:
smiles,Scp1 inh,SKN-1 block,Neddyl block,LMPTP inh,NadD block,STEP inh,CendR NRP1 mod,Tb MetRS inh,DNMT1 inh,SUMO1 PPI mod
O=C(Cc1ccc(Cl)cc1)Nc1ncccn1,0,5,i,0.1,0,-3,3,-0.2,0,1
COc1cc(/C(C)=N/N2CCOCC2)cc(OC)c1OC,-8,4,i,-0.6,5,2,-5,-0.7,2,-2
COC(=O)CSc1nnc(CNc2ccc(F)cc2)o1,-8,-5,i,-2.3,-2,-3,8,-0.5,2,-3
CCN(CC(=O)NCc1ccc(Cl)cc1)C(=O)CN1C(=O)NC(CC)(c2ccccc2)C1=O (stereo unspecified),-6,13,i,-0.6,-9,-1,9,-0.5,-1,1

An excerpt from above, reduced to LMPTP inh.
structure,LMPTP inh
c1csc(-c2csc3ncnc(NCCCN4CCOCC4)c23)c1,1.0
COc1ccc(-n2c(SCc3nnc(-c4ccccc4)o3)nnc2-c2ccccc2)cc1,1.1
